Gli-Sufu block: blocks Gli-Sufu signaling in a luciferase reporter; Sufu-KO-LIGHT fibroblasts, Gli luciferase reporter luminescence; inhibition, % at 5 µM; 340,000 compounds, 0.74% hits;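 active = inhibition above about 55%, limit read from the data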;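 also: 0% = DMSO-treated cells and 100% = wells with medium but no cells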
HKDC1 inhibitor: HKDC1 (human) hexokinase inhibition; recombinant HKDC1, G6PDH/diaphorase resazurin coupled fluorescence; 340,000 compounds, 0.16% hits; inhibition, % at 20 µM;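 active = inhibition above about 35% when tested at 20 µM, limit read from the data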;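 also: plate controls were DMSO wells with enzyme for no effect and DMSO wells lacking enzyme for full effect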
Target sequence (Q2TB90 whole entry, looked up): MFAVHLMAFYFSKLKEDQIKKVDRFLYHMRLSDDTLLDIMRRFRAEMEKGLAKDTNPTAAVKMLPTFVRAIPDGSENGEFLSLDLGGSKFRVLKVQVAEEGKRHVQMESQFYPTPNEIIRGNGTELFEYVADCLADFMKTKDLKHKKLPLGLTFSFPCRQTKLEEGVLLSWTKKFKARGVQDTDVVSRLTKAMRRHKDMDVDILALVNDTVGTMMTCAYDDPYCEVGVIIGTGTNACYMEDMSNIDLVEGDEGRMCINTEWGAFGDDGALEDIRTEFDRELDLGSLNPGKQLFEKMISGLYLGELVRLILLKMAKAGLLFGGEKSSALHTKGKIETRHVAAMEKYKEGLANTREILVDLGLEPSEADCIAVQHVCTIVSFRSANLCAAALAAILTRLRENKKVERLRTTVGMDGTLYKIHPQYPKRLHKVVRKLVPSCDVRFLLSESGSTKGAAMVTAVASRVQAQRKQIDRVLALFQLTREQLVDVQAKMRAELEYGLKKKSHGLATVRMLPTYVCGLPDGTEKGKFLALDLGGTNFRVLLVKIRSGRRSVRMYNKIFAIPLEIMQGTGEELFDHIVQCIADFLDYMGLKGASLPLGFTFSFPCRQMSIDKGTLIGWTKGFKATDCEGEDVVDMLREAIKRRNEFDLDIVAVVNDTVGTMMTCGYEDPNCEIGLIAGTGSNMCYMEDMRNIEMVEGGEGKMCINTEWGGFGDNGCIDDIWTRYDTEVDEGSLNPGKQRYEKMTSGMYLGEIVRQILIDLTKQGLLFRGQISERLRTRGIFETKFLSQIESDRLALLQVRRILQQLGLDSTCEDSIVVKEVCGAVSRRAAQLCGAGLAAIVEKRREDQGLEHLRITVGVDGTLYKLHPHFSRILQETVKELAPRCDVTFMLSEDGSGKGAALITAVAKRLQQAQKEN
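System: Recombinant HKDC1 hexokinase | Amount: HKDC1 at 5 µg/mL | Reagent: Glucose with 1 mM ATP | Doses: Single 20 µM dose | Incubation: Reaction time 90 min, room temperature, protected from light | Signal: Coupled resazurin fluorescence, excitation 525 nm, emission 613 nm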
* hit, by the source's call. An excerpt; rates above refer to the full screens.

| no. | compound | Gli-Sufu block | HKDC1 inhibitor |
| --- | --- | --- | --- |
| 1 | NC(=O)c1ccsc1NC(=O)CN1CCN(S(=O)(=O)c2ccccc2C(F)(F)F)CC1 | -2 | -5 |
| 2 | Cc1cc(C)c(C)c(S(=O)(=O)N2CCC(C(=O)N(C)Cc3nc4ccccc4c(=O)[nH]3)CC2)c1C | 2 | 1 |
| 3 | CC1CN=C(c2ccccc2)O1 (configuration not stated) | -1 | -1 |
| 4 | COc1ccc2c(ccc[n+]2[O-])c1 | -2 | 6 |
| 5 | CC(=O)Nc1cc2c3ccccc3ccc2c2ccccc12 | 5 | -2 |
| 6 | O=C(O)c1ccccc1C(=O)c1ccc(F)c(F)c1 | 5 | -1 |
| 7 | O=C(CSc1nnc2ccc(-c3ccccn3)nn12)N1CCCC1 | -2 | -8 |
| 8 | Cc1c(Cc2ccccc2)c(=O)[nH]c(=O)n1C | -1 | -5 |
| 9 | COc1cc(OC)c(C=NNC(=S)NC23CC4CC(CC(C4)C2)C3)c(OC)c1 | 12 | 5 |
| 10 | CCC1Nc2ncnc(N3CCOCC3)c2N(Cc2ccc(C)cc2)C1=O (configuration not stated) | -2 | -4 |
| 11 | O=S(=O)(/C(=C/c1ccc(C(F)(F)F)cc1)c1nc2ccccc2[nH]1)c1ccccc1 | -18 | 4 |
| 12 | COc1cc2c(cc1OC)NC(=O)C2 | -4 | -4 |
| 13 | CN1C[C@@H]2[C@@H]3C(=O)N(Cc4ccccc4)C(=O)[C@@H]3[C@](Cc3ccccc3)(C1=O)N2C(=O)c1ccc(F)cc1 | -6 | 0 |
| 14 | COc1ccc(CCNC(=O)COC(=O)CSc2ccc(C(N)=O)cc2[N+](=O)[O-])cc1OC | -9 | 4 |
| 15 | c1ccc(CN2CCOCC2)nc1 | -11 | -6 |
| 16 | O=Cc1ccc([B-](F)(F)F)s1 | -1 | -2 |
| 17 | CC1(C)CC=CC(COC(=O)c2ccccc2C(=O)O)C1 (configuration not stated) | -4 | 0 |
| 18 | O=C(NCCc1ccccc1)c1oc2ccccc2c1COc1ccccc1 | -8 | -6 |
| 19 | Cc1c(N(C)S(=O)(=O)c2ccc(Cl)c(C(=O)NCC3CCCO3)c2)c(=O)n(-c2ccccc2)n1C (configuration not stated) | 5 | -6 |
| 20 | O=C(NCc1ccco1)c1cc(S(=O)(=O)N2CCOCC2)c(Cl)cc1Cl | -18 | -6 |
| 21 | CC(C)(C)OC(=O)N1CCN(Cc2ccc(F)c(B(O)O)c2)CC1 | -6 | -4 |
| 22 | O=c1[nH]nnc2cc(Cl)ccc12 | 9 | 1 |
| 23 | CCOC(=O)C1=NNC(=O)C1 | 0 | -7 |
| 24 | O=C(/C=C/c1ccncc1)c1ccc(NC(=O)c2ccccc2F)cc1 | -13 | 12 |
| 25 | CCCCN1CC(=O)N2[C@@H]3c4cc(OC)ccc4OC[C@@H]3[C@H](C(=O)OCC)[C@]2(C)C1=O | -10 | -1 |
| 26 | CCOC(=O)Cn1cnc(C)c1 | -8 | -5 |
| 27 | CCOC(=O)C1(C#N)Cc2ccccc2C1 | -2 | -5 |
| 28 | COc1cc(CNc2ccc(S(N)(=O)=O)cc2)ccc1OCc1ccccc1F | 15 | 1 |
| 29 | CC(C)(C)S(=O)N1Cc2ccc(CO)cc2[C@@H]1CCO (some centres not stated) | -1 | 6 |
| 30 | CCN(c1ccc(N=Cc2c(O)n(Cc3ccc(OC)cc3)c(=O)c3ccccc23)cc1)C(C)C | 4 | 6 |

(cont.)
| no. | compound | Gli-Sufu block | HKDC1 inhibitor |
| --- | --- | --- | --- |
| 31 | Cc1ccc(S(=O)(=O)Oc2ccccc2[N+](=O)[O-])cc1 | 2 | -1 |
| 32 | C(=N\Nc1nc2ccccc2[nH]1)/c1ccccn1 | 7 | -9 |
| 33 | CC1(c2ccccc2)NC(=O)N(CC(=O)Nc2ccc(S(=O)(=O)NC3=NCCCCC3)cc2)C1=O (configuration not stated) | 3 | -6 |
| 34 | C#CCOCCOCCOCCNc1nc(N2CCOCC2)nc(N2CCN(C(=O)[C@H](CCCCN)n3cc(CCC(=O)O)nn3)CC2)n1 | 1 | -7 |
| 35 | COc1cc(-c2noc(C)c2C(=O)N[C@@H](CO)Cc2ccccc2)cc(OC)c1OC | -1 | -5 |
| 36 | Cc1cc(/C=C(\C#N)C(=O)NC2CCCCCC2)c(C)[nH]1 | -30 | -14 |
| 37 | Nc1ccc2cc3ccccc3cc2c1 | -55 | 23 |
| 38 | O=C(c1ccccc1)N1N=C(c2ccc(F)cc2)CC1c1ccc(F)cc1 (configuration not stated) | -8 | 5 |
| 39 | COc1ccc2o/c(=N\O)c(C(=O)Nc3ccc(C)cc3)cc2c1 | -36 | -5 |
| 40 | Nc1ccc2c(c1Br)Cc1ccccc1-2 | -34 | 2 |
| 41 | Cc1sc2ccccc2c1CNC[C@H]1O[C@@H](n2cnc(C(N)=O)n2)[C@H](O)[C@@H]1O | 2 | -1 |
| 42 | CCOC(=O)N(O)c1ccc(C=Cc2ccccc2)cc1 | -25 | 5 |
| 43 | N/C(=N\OC(=O)COc1ccccc1Cl)c1ccccn1 | -88 | -2 |
| 44 | Cc1nc(N)nc(N)c1-c1ccc([N+](=O)[O-])cc1 | 19 | -4 |
| 45 | O=c1[nH]c(-c2ccccc2)ncc1OCc1ccccc1 | -9 | -3 |
| 46 | CC1CN(Cc2ccccc2)C(=O)NC1=O (configuration not stated) | -1 | -6 |
| 47 | O=C(C1=C[C@@H](c2coc3ccccc3c2=O)C[C@@H](OCc2ccc(CO)cc2)O1)N1CCN(Cc2ccccc2)CC1 | 15 | 2 |
| 48 | COc1ccc(CN2CCN(C(=O)c3ccccc3C(=O)c3ccccc3)CC2)cc1OC | 11 | -1 |
| 49 | O=C(C=Cc1cccs1)c1ccc(Cl)s1 | 1 | 9 |
| 50 | Cc1cc(CNC[C@H]2O[C@@H](n3cnc(C(N)=O)n3)[C@H](O)[C@@H]2O)c(C)n1-c1cccnc1 | 2 | -1 |
| 51 | Cc1cc(NC(=O)COC(=O)[C@@H]2CCCN2C(=O)c2cccs2)no1 | 0 | 4 |
| 52 | Cc1ccc(C(=O)N2CCC(C(=O)c3ccc(F)cc3)CC2)cc1 | 6 | -2 |
| 53 | COc1ccc(N2CCN(C(=O)C3CCN(S(=O)(=O)N4CCOCC4)CC3)CC2)cc1 | -1 | -14 |
| 54 | CC(=O)Nc1ccc(S(=O)(=O)NCCC(=O)OCC(=O)NC(C)c2ccc(Cl)cc2)cc1 (configuration not stated) | -11 | -6 |
| 55 | CC(=O)Oc1ccc2cc(-c3cccnc3)c(=O)oc2c1 | -7 | 2 |
| 56 | Cc1onc(-c2c(F)cccc2Cl)c1C(=O)Nc1cc(S(=O)(=O)N2CCCCC2)ccc1O | -4 | 7 |
| 57 | CN(Cc1ccc(-n2cccn2)cc1)C(=O)c1cnn2c1NC(c1ccco1)CC2C(F)(F)F (configuration not stated) | -2 | -3 |
| 58 | CC(C)C[C@H]1CNC(=S)N1CC1CCN(CCCCc2ccccc2)CC1 | -6 | -10 |
| 59 | COc1ccc([C@@]23Oc4cc(OC)cc(OC)c4[C@]2(O)[C@H](O)[C@H](C(=O)N(C)C)[C@H]3c2ccccc2)cc1 | 77* | -1 |
| 60 | O=C1C2C3C=CC(O3)C2C(=O)N1Cc1ccncc1 (configuration not stated) | 9 | -6 |

Look-ups from the entries so far:
Cc1sc2ccccc2c1CNC[C@H]1O[C@@H](n2cnc(C(N)=O)n2)[C@H](O)[C@@H]1O @ HKDC1 inhibitor: -1
Nc1ccc2c(c1Br)Cc1ccccc1-2 @ HKDC1 inhibitor: 2

More compounds.
| no. | compound | Gli-Sufu block | HKDC1 inhibitor |
| --- | --- | --- | --- |
| 61 | COc1cccc(/C=C2/C(=O)NN(c3ccccc3)C2=O)c1 | 9 | -1 |
| 62 | CN(C)c1cccc(F)c1C(=O)NC(=O)Nc1ccc(Cl)cc1 | 3 | 0 |
| 63 | N=C1N(c2ccccc2)C(=S)C(=Nc2ccccc2)N1c1ccccc1 | -18 | -77 |
| 64 | Oc1c(CN2CCN(c3ccccc3)CC2)cc(Br)c2cccnc12 | 52 | -27 |
| 65 | CCOC(=O)N1CCC(NC(=O)C2CCN(Cc3nc(-c4ccc(CC)cc4)oc3C)CC2)CC1 | -12 | -5 |
| 66 | Cc1ccc(C)c(S(=O)(=O)N2CCN(C(=O)Cc3sc(C)nc3-c3ccc(F)cc3)CC2)c1 | -15 | 3 |
| 67 | COC(=O)c1ccc2c(c1C(=O)OC)CN(S(=O)(=O)C(C)(C)C)[C@@H]2CCO | 0 | -1 |

Some of these compounds in order of their number in HKDC1 inhibitor, falling:
No. | structure | HKDC1 inhibitor
62 | CN(C)c1cccc(F)c1C(=O)NC(=O)Nc1ccc(Cl)cc1 | 0
65 | CCOC(=O)N1CCC(NC(=O)C2CCN(Cc3nc(-c4ccc(CC)cc4)oc3C)CC2)CC1 | -5
64 | Oc1c(CN2CCN(c3ccccc3)CC2)cc(Br)c2cccnc12 | -27

Laid out differently: entries from further up
16) O=Cc1ccc([B-](F)(F)F)s1
66) Cc1ccc(C)c(S(=O)(=O)N2CCN(C(=O)Cc3sc(C)nc3-c3ccc(F)cc3)CC2)c1
51) Cc1cc(NC(=O)COC(=O)[C@@H]2CCCN2C(=O)c2cccs2)no1
26) CCOC(=O)Cn1cnc(C)c1
59) COc1ccc([C@@]23Oc4cc(OC)cc(OC)c4[C@]2(O)[C@H](O)[C@H](C(=O)N(C)C)[C@H]3c2ccccc2)cc1
8) Cc1c(Cc2ccccc2)c(=O)[nH]c(=O)n1C
25) CCCCN1CC(=O)N2[C@@H]3c4cc(OC)ccc4OC[C@@H]3[C@H](C(=O)OCC)[C@]2(C)C1=O

Compound	16	66	51	26	59	8	25
Gli-Sufu block	-1	-15	0	-8	77*	-1	-10
HKDC1 inhibitor	-2	3	4	-5	-1	-5	-1

Screening data deposited in PubChem by Sanford-Burnham Center for Chemical Genomics.
